Screens (PubChem)
12-LOX inh – Primary qHTS assay for inhibitors of human arachidonate 12S-lipoxygenase (ALOX12): Round 2; hit rate 1.1% among 580,000; purified 12hLO, xylenol orange hydroperoxide absorbance; Potency, µM (highest dose often 108 µM), for inactives: at the highest dose activity change, negative = inhibition, hits mostly inhibitors; active means well fitted inhibition curve with a large enough effect; inconclusive means small, poorly fitted or top-dose-only effect, or another doubt; inactive means no such curve, though single readings can be large or run the other way
Target sequence (P18054 whole entry, looked up): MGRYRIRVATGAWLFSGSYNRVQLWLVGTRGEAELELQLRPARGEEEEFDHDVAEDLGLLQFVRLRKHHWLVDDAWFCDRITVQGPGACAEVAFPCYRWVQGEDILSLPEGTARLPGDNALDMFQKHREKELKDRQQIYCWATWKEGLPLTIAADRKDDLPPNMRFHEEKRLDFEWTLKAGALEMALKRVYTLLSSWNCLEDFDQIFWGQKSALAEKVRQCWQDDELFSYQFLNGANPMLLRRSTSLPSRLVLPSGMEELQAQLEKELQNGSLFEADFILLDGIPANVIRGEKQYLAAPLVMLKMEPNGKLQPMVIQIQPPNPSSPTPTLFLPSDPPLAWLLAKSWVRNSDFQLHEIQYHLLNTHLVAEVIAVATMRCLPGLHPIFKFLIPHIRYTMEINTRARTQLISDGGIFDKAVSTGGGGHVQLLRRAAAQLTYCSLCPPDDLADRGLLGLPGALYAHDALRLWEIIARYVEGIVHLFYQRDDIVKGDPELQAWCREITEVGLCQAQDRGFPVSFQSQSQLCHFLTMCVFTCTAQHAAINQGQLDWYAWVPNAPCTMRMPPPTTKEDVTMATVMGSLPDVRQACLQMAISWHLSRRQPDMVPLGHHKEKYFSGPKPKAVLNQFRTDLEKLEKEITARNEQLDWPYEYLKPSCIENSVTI
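Hydroperoxide product was detected by ferrous iron/xylenol orange as the 573 to 405 nm absorbance ratio. Arachidonic acid at 40 uM (final) was turned over for 30 min at room temperature by 150 nM human 12hLO, pH 7.0 Hepes buffer, after 15 min compound preincubation.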
* marks the source's active call; other numbers are inactive results; ? = inconclusive; [ ] = remark or other dose. On the % scale 0 is the no-effect control and ±100 the full control effect; potency means the concentration at half of the fitted maximal effect.

SMILES | 12-LOX inh
COCCn1c(C)cc(C(=O)N2CCCC(Cc3noc(C4CC4)n3)C2)c1C (centres undefined) | 30.7%[activator]
O=C1NC(=NC2CCCCC2)C2(CCCN([S+](=O)([O-])c3ccccc3)C2)N1c1cccnc1 (centres undefined) | 9.1%[6.33 µM]
CN(C)C(=O)c1cc2c(s1)CCC(C(=O)N1CCN(c3cccc(Cl)c3)CC1)C2 (centres undefined) | 8.9%
CN1CCCC2(CCN(S(=O)(=O)c3ccc4[nH]c(=O)[nH]c4c3)C2)C1=O (centres undefined) | 11.5%
Cc1cc2ncc(C(=O)NCCCc3ccccc3)cn2n1 | -2.3%[176 µM]
C[S+](=O)([O-])c1ccc(-c2nc(C(=O)N3CCOCC3)n3ccccc23)cc1 | 2.2%[6.33 µM]
Cc1c(Cl)c(C(=O)N[C@H]2[C@@H]3CCO[C@@H]3[C@@H]2C2CCCC2)nn1C | 21.4%
COc1ccc(C2(C(=O)N3C[C@@H](C(N)=O)[C@H](c4n[nH]c(C)n4)C3)CC2)cc1 | 19.9%
O=C(CCc1ccccc1)N1CCCN(c2cc(-c3ccccc3)[nH]n2)CC1 | 71.6%[activator]
Cc1ccc(C)c(C(=O)N2CCC3(CC2)N=C(c2ccccc2)NO3)c1 | 14.5%
CC1=CCC(C(C)C)=CC1 | 7.0%[176 µM]
CC(C)CC(=O)C(=O)N1CCN(Cc2cccnc2)[C@@H]2CS(=O)(=O)C[C@@H]21 | 59.1%[activator]
Cc1noc(C)c1[S+](=O)([O-])N1CCC2(CC1)CNC(=O)c1ccccc1O2 | 56.3%[activator]
COc1ncccc1CN1C[C@H]2[C@H](C1)[S+](=O)([O-])C(C)(C)C(=O)N2CC1CCOCC1 | -16.3%
CC(=O)N1CCC([C@@H]2CN(C(=O)c3cc(C)cc(C)c3)C[C@H]2CO)CC1 | 19.3%
CC(C)(C)c1ccc(-c2noc(CNC(=O)CN3C(=O)CNC3=O)n2)cc1 | 27.0%
Cc1cnc(-c2ccncc2)n1C1CCN(C(=O)C2CC2)CC1 | 6.3%
COc1ccc(OC2CN(Cc3ccc(F)cc3)C2)cc1 | 3.5%[12.5 µM]
CCCC1c2nccn2CCCN1C(=O)c1conc1C (centres undefined) | 22.1%
CN1CC(=O)N(C2CCNCC2)Cc2c(NCC3CCCCCC3)ncnc21 | ?
COc1ccc(CCNC(=O)CC2CCOCC2)cc1OC | 44.0%[activator]
O=C(c1ccc(OC(F)(F)F)cc1)N1CCC([C@@H]2CNC[C@H]2CO)CC1 | 37.2%[activator]
COc1ccc(OC)c(CN2CCC3(CCCNC3)C2)c1 (centres undefined) | 39.2%[activator]
CC1(C(=O)N2CCOc3c(O)cc(-c4cccc(Cl)c4)cc3C2)CCCO1 (centres undefined) | 7.7%
CN(C)c1nc2c(c(=O)[nH]1)CCN(Cc1cccc(Cl)c1F)CC2 | 57.3%[activator]
CCNC(=O)NC[C@@H]1C=C(C)[C@H](CC(=O)NCCN2CCOCC2)C[C@H]1C(C)C | -3.1%[176 µM]
CCN1c2cc(C(=O)NCc3cccc(OC)c3OC)ccc2C(=O)N2CCCCC21 (centres undefined) | 0.3%
CCn1c2c(c(=O)n1-c1ccccc1)CCN(Cc1ncccn1)C2 | ?
COc1ccc(CC(=O)N2C[C@@H](CO)[C@H](c3ccncc3)C2)cc1OC | 1.2%
CC(=O)C1=C(C)N(CC(C)C)C(=S)NC1c1cccc(Cl)c1 (centres undefined) | ?
CC(=O)Nc1ccc(CN2CCC3(COc4ncccc4[S+](=O)([O-])N3)C2)cc1 (centres undefined) | 7.6%[6.33 µM]
Cc1occc1C(=O)N[C@@H]1CN(c2ccncn2)C[C@H]1CN(C)C | 46.9%[activator]
CC(C)C(=O)N1CCc2c(c(-c3nncn3C(C)C)nn2C)C1 | 28.2%
Cc1nonc1C1CCCN1C(=O)c1cnc(COc2ccccc2)[nH]c1=O (centres undefined) | ?
Oc1ccccc1CNC1(Cc2cc(-c3ccccn3)on2)COC1 | -2.9%[176 µM]
COc1ccc(CN2C(=O)CO[C@H]3CN(CC4CC4)C[C@H]32)cc1 | 7.0%[176 µM]
O=C(c1cnccn1)N1CCCC(n2cc(-c3nc(-c4ccccc4)no3)nn2)C1 (centres undefined) | 10.8%
O=C(Nc1ccccc1)N1CCOC(CN(C(=O)c2ccco2)C2CCCC2)C1 (centres undefined) | 0.6%
CN(Cc1cnn(C)c1)C(=O)c1csc2nc(-c3cccc(C(F)(F)F)c3)cn12 | 20.9%
CCN(C(=O)CN1C(=O)NC2(CCS(=O)(=O)CC2)C1=O)c1ccccc1 | 37.0%[activator]
COCC1(C(=O)N2C[C@@H](C(=O)O)[C@H](c3ccccc3OC)C2)CCC1 | 99.6%[activator]
COc1cccc(CNC(=O)C2CCCCC(=O)N2)c1OC (centres undefined) | -1.8%
Cc1ccc(-c2ccnc(N3CCC(N(C)Cc4ccon4)CC3)n2)c(C)n1 | 31.8%[activator]
COc1ccccc1-n1cc(C(=O)N2CCc3c(Cl)cccc3C2)cn1 | 45.0%[activator]
O=C(C[C@@H]1C[C@H]2O[C@H](CNC3Cc4ccccc4C3)[C@@H](O)[C@H]2O1)N1CCC(F)(F)C1 | 3.5%[176 µM]

Rewritten as labelled records: four of the compounds above
O=C(C[C@@H]1C[C@H]2O[C@H](CNC3Cc4ccccc4C3)[C@@H](O)[C@H]2O1)N1CCC(F)(F)C1
  12-LOX inh = 3.5%[176 µM]
CC(=O)Nc1ccc(CN2CCC3(COc4ncccc4[S+](=O)([O-])N3)C2)cc1 (centres undefined)
  12-LOX inh = 7.6%[6.33 µM]
COCC1(C(=O)N2C[C@@H](C(=O)O)[C@H](c3ccccc3OC)C2)CCC1
  12-LOX inh = 99.6%[activator]
COc1ccccc1-n1cc(C(=O)N2CCc3c(Cl)cccc3C2)cn1
  12-LOX inh = 45.0%[activator]

(cont.)
SMILES | 12-LOX inh
CCC[C@H]1CN(CCS(C)(=O)=O)C[C@@H]1NC(=O)c1ncoc1CC | 14.8%
COc1ccc2c(c1)OCC(CNC(=O)c1noc3c1CCCC3)C2 (centres undefined) | 29.7%
CC(C)=CCCC(C)CC(=O)O (centres undefined) | 27.6%[176 µM]
O=C(Nc1ccc(F)cc1F)N[C@H]1C[C@H]2C(=O)NC[C@@H](CCC(=O)N3CCc4ccccc43)N2C1 | -12.5%
O=C(Cc1cccc(F)c1)N1CCN(c2cc(-c3cccs3)[nH]n2)CC1 | 6.5%
O=C(c1cc(F)ccc1F)N1CCN(C(=O)c2nnn3c2COC(c2ccccc2)C3)CC1 (centres undefined) | -5.1%
CN1C[C@@H](NC(=O)c2ccccn2)C[C@H]1c1nc(-c2cccnc2)no1 | 55.5%[activator][176 µM]
Cc1nc2cccnc2n1CC1CCCN(S(=O)(=O)c2cccc(Br)c2)C1 (centres undefined) | 6.8%
O=C1C[C@@H](c2ccccc2)N=C2N(Cc3ccc4c(c3)OCO4)C/C(=C/c3ccccc3)N12 | 49.4%[activator]
O=[N+]([O-])c1ccc(OC[C@@H](O)CN2CCC(C(O)(c3ccccc3)c3ccccc3)CC2)c(Cl)c1 | ?
NC(=O)C1(C(=O)N2CCc3cc(S(=O)(=O)Nc4cccnc4)ccc3C2)CC1 | ?
CSc1cccc(N2C(=O)[C@@H]3C[C@@H](NC(=O)c4cccn4C)CCN3C2=O)c1 | ?
CS(=O)(=O)N1CC2(CCCN2Cc2cccc(C(N)=O)c2)Cc2ccccc21 (centres undefined) | 33.9%
COc1ccccc1CN[C@H]1CC(C)(C)[C@@H]2C[C@@](C)(O)CC[C@]12CCC(=O)N1CCOCC1 | -4.0%
COc1ccccc1CN1C(=O)COC[C@@H]1[C@H](O)c1ccc(NC(=O)c2ccccc2)cc1 | -14.1%

Reformatted with values ahead of the structure: entries from further up
12-LOX inh	Molecule
6.8%	Cc1nc2cccnc2n1CC1CCCN(S(=O)(=O)c2cccc(Br)c2)C1 (centres undefined)
49.4%[activator]	O=C1C[C@@H](c2ccccc2)N=C2N(Cc3ccc4c(c3)OCO4)C/C(=C/c3ccccc3)N12
?	O=[N+]([O-])c1ccc(OC[C@@H](O)CN2CCC(C(O)(c3ccccc3)c3ccccc3)CC2)c(Cl)c1

Additional records.
SMILES | 12-LOX inh
COc1ccc(-c2cc(N3CCCC(NC(=O)c4ccc5ncccc5c4)C3)n[nH]2)cc1 (centres undefined) | 1.7%
COCCN(C)S(=O)(=O)c1cccc(C(=O)NC(C)C2=CCCCC2)c1 (centres undefined) | 16.4%
CN(Cc1ccc(-c2ccccc2)cc1)Cc1ccccc1Cl | 65.0%[activator][176 µM]
COc1ccc(C(=O)N2CCCCCNC(=O)[C@@H]3CCCC[C@@H]32)cc1 | 10.5%
Cn1cnnc1CC1CCN(C(=O)Nc2ccccc2)C1 (centres undefined) | 10.8%
O=C(NCCC1CCN(C(=O)Nc2ccccc2F)CC1)c1ccccn1 | 36.3%
C=CCn1cc(CN2CCOC(Cc3cccc4ccccc34)C2)c(C)n1 (centres undefined) | 51.1%[activator]
O=C(C1CC1)N(C1CCOCC1)C1CCN(S(=O)(=O)c2ccc3c(c2)CCCC3)CC1 | -15.4%
Cc1cc2nc3n(c(=O)c2n1CC(=O)NCc1ccccc1Cl)CCCC3 | 14.5%
COC(=O)c1cc2n(n1)CCN(C(=O)c1cc(CC(C)C)[nH]c(=O)n1)C2 | 20.5%
COc1cccc(CCC(=O)N2CCCN(c3cc(-c4ccc(C)c(C)c4)[nH]n3)CC2)c1 | 14.3%
O=C(Cc1c[nH]c2ncc(-c3ccncc3)cc12)N1CCOCC1 | 9.5%[176 µM]
Fc1ccc2nc(CO[C@H]3CN(Cc4ccncc4F)C[C@H]3F)[nH]c2c1 | 37.5%[activator][176 µM]
Cc1cccc(CCNC(=O)c2coc(COc3cccc(F)c3F)n2)n1 | 22.5%
COC[C@@H]1CN(S(=O)(=O)c2ccccc2F)C[C@H]1C(N)=O | 29.2%
O=C(N[C@H]1CCN2C(=O)[C@@H](Cc3c[nH]c4ccccc34)NC(=O)[C@H]12)c1cnccn1 | -5.2%[176 µM]
Cn1ccc2c(C(=O)N[C@H](c3cccs3)C3CC(O)C3)cccc21 (some centres undefined) | -9.1%
O=C(Cc1c[nH]c2ncc(-c3ccccc3)cc12)Nc1ccc(Cl)cc1 | -0.8%[176 µM]
O=C(C1CC(=O)N(c2n[nH]c3cc(Br)ccc23)C1)N1CCCC1 (centres undefined) | 51.8%[activator]
O=C(c1ccccc1F)N1CCC2(CC1)C(=O)Nc1ccccc12 | 4.0%[6.33 µM]
Cc1nnc(CN(C)c2ccc(-c3nc(CCCc4ccccc4)no3)cn2)o1 | 29.6%
CN(Cc1ccc(F)cc1)C(=O)Cc1cccc(Cl)c1 | 2.5%[176 µM]
COc1ccc(CNC(=O)C[C@@H]2C[C@@H](C(C)C)[C@H](CNC(=O)c3ccc(C#N)cc3)C=C2C)cc1 | -11.1%
FC1(F)CN[C@H](c2nc(-c3cccnc3)no2)C1 | 45.4%[activator]
CC1CCCCC1NC(=O)C1CCC(CNS(=O)(=O)c2ccc3c(c2)C(C)(C)C(=O)N3C)CC1 (centres undefined) | 21.5%
O=C1NCC2(CCN(C(=O)c3ccc(C(F)(F)F)cc3)CC2)Oc2ccccc21 | 44.7%
Cc1ccc2c(c1)CN(CCNC(=O)c1cc3ccccc3oc1=O)CC(C)O2 (centres undefined) | -2.4%
Cc1ccc2c(c1)CN(CCNC(=O)c1n[nH]c3c1CCCC3)CC(C)O2 (centres undefined) | 6.8%
COc1ccc(C(=O)N2CCc3nc(C)nc(-c4ccc(Cl)cc4)c3CC2)cc1 | 8.9%
COc1ccc(C(=O)N2CCn3nc(C(O)CS(C)(=O)=O)cc3C2)cn1 (centres undefined) | 7.0%
CCC1(C(=O)Nc2cc(OC)ccc2OC)CCCCC(=O)N1 (centres undefined) | -7.8%
CC(C)c1nc(NCCCN2CCCC(C(N)=O)C2)c2cnn(C)c2n1 (centres undefined) | 60.7%[activator]
CCOc1ccc2c(n1)CCN(C(=O)C1CCCC1)C2 | 14.7%
CC(=O)N1CC2(Cc3ccccc31)CN(C(=O)Nc1ccccc1)C2 | 78.8%[activator][176 µM]
Cc1nn2c(c1-c1ccccc1Oc1ccccc1)N([S+](=O)([O-])c1cccnc1)CCC2 | -18.3%
COC(=O)[C@]12C[C@H](CC(=O)N3CCOCC3)C(=O)N(CCC3=CCCCC3)C1=C[C@H](COCc1ccccc1)O[C@@H]2C | 10.9%
CSCCC1c2cccn2-c2ccccc2N1C=Nc1c(C)cccc1C (centres undefined) | ?
CC(=O)Nc1ccc(CN2CCC3(CC2)COc2ccccc2C(=O)N3)cc1 | ?
C[C@@H]1CN([C@@H](C)CO)C(=O)CCCn2cc(nn2)CO[C@H]1CN(C)C(=O)Nc1ccc2c(c1)OCCO2 | -10.3%
CC(C)N1C(=O)C2(CCCC2)C1C(=O)NCc1ccccn1 (centres undefined) | 93.2%[activator]
CCn1ccc(C(=O)N2CCC3(CC2)c2[nH]c4ccc(OC)cc4c2CCN3C)n1 | 28.8%
COC(=O)C1CN(Cc2ccc(C)cc2)CCS(=O)(=O)N1Cc1cn(Cc2ccc(C)cc2)nn1 (centres undefined) | 0.0%
C=CCCC(CN1CCCC1)Oc1ncc(F)c(N2CCCC2)n1 (centres undefined) | 88.3%[activator]

Compounds listed so far that have a thiophene ring, fused or not (three):
SMILES | 12-LOX inh
CN(C)C(=O)c1cc2c(s1)CCC(C(=O)N1CCN(c3cccc(Cl)c3)CC1)C2 (centres undefined) | 8.9%
O=C(Cc1cccc(F)c1)N1CCN(c2cc(-c3cccs3)[nH]n2)CC1 | 6.5%
Cn1ccc2c(C(=O)N[C@H](c3cccs3)C3CC(O)C3)cccc21 (some centres undefined) | -9.1%

Not all compounds are listed; the hit share may differ from the screen's.
